# CCHF vOTU inh – blocks the CCHF virus ovarian tumor domain protease; 0.55% of 370,000 active; inhibition, % at 11.5 µM; CCHFV vOTU protease, Pep-AMC fluorescence; also: 0% = vehicle wells with enzyme and 100% = no enzyme wells
# BioA inh – BioA (M. tuberculosis) enzyme inhibition | inhibition, % at 9.99 µM | purified M. tuberculosis BioA enzyme, plate reader | 0.096% of 360,000 active; in the data active = inhibition above about 40%; inconclusive = no clear call, values can overlap the other calls
# UGM FP inh – blocks M. tuberculosis UGM enzyme; purified UGM, fluorescence polarization probe displacement; inhibition, % at 10 µM; 0.06% of 320,000 active; AID 504406; in the data active = inhibition above about 10%, passing the limit was not always enough; inconclusive = no clear call, values can overlap the other calls
# Target sequence (P9WIQ1 whole entry, looked up): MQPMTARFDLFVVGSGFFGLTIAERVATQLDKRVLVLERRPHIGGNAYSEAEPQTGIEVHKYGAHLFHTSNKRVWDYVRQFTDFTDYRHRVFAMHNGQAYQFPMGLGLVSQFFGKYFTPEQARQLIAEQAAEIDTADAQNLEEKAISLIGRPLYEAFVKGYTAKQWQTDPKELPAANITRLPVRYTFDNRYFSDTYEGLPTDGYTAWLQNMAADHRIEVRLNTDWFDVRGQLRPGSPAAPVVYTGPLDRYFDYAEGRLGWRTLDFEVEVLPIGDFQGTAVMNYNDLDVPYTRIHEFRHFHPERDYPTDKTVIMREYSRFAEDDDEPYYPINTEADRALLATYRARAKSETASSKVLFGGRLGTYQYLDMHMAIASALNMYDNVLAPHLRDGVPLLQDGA
# GDH-TPI counter – inhibits GDH-TPI coupling enzymes, artifact for Mtb FBA screen. GDH-TPI coupled enzyme counterscreen, NADH absorbance. inhibition, % at 4.8 µM. 1.2% of 360,000 active;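 also: 0% = DMSO wells and 100% = wells lacking the enzyme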
# BoNT F protease – blocks Botulinum neurotoxin F light chain protease; Multiplex microsphere protease cleavage assay, flow cytometry; inhibition, % at 10 µM; 0.22% of 360,000 active; AID 588497; in the data active = inhibition above about 35%, passing the limit was not always enough; inconclusive = no clear call, values can overlap the other calls; also: plate controls were buffer without enzyme for full effect and enzyme alone for no effect
# FBA Mtb inh – inhibitors of M. tuberculosis fructose-bisphosphate aldolase | AID 588726 | inhibition, % at 1 µM | purified M. tuberculosis FBA, fluorescence read-out | 2.3% of 360,000 active; in the data active = inhibition above about 27%;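 also: 0% = vehicle and 100% = reference inhibitor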
# Target sequence (P9WQA3 whole entry, looked up): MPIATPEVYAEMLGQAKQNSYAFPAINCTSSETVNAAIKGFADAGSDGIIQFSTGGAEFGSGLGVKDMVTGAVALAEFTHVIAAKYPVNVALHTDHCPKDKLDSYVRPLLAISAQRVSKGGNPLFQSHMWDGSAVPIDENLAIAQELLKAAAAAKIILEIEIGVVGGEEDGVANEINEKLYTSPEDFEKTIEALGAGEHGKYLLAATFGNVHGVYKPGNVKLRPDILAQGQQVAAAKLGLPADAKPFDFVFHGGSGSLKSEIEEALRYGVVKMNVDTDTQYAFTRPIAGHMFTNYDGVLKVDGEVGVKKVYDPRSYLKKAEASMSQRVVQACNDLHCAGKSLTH
# Rv3671c inh – inhibits the M. tuberculosis serine protease Rv3671c; P9WHR9; 0.048% of 320,000 active; inhibition, % at 5.96 µM; AID 2606; in the data active = inhibition above about 38%;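 also: extracellular domain of Rv3671c used as enzyme; 0% = enzyme with DMSO and 100% = no enzyme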
# MazEF act – increases E. coli MazEF RNase cleavage of RNA; activation, % at 20 µM; P0AE70; FAM/BHQ RNA-DNA oligo cleavage fluorescence, 5 h; 0.32% of 350,000 active; in the data active = activation above about 50%
# Target sequence (P0AE70 whole entry, looked up): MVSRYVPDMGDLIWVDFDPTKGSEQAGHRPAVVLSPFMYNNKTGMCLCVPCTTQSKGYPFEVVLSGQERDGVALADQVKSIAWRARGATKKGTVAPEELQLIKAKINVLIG
# FadD28 binding – M. tuberculosis FadD28 bisubstrate binding inhibition. FadD28 bisubstrate probe binding, fluorescence polarization. inhibition, % at 12.5 µM. 0.22% of 360,000 active. AID 588549; in the data active = inhibition above about 8.5%, passing the limit was not always enough; inconclusive = no clear call, values can overlap the other calls
# DUSP3 inh – inhibitors of human VHR1 phosphatase (DUSP3). P51452. inhibition, % at 13.3 µM. recombinant VHR phosphatase, pNPP absorbance. 0.52% of 290,000 active; in the data active = inhibition above about 50%; also: some compounds called inactive have numbers as strong as hits
# Target sequence (P51452 whole entry, looked up): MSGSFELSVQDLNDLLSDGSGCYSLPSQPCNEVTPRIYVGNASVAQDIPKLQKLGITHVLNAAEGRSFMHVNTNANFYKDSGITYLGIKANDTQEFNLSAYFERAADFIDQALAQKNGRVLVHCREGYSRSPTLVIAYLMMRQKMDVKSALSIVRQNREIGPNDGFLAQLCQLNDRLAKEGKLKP
# Numbers without * were called inactive; ? = inconclusive; · = no result given; + = active, no number. Rule as the data show it, unless noted: active = inhibition above about 30%; inactive = the rest.
SMILES,CCHF vOTU inh,BioA inh,UGM FP inh,GDH-TPI counter,BoNT F protease,FBA Mtb inh,Rv3671c inh,MazEF act,FadD28 binding,DUSP3 inh
CC(C)N(C(=O)CSc1nnc(-c2cc3ccccc3cc2O)n1Cc1ccco1)C(C)C,8,3.9,-0.1,7,-1,-1,2,-5,-1.1,6
O=C(/C=C\c1cn(-c2ccccc2)nc1-c1ccc2c(c1)OCCO2)N1CCOCC1,10,1.6,2.7,16,2,3,-11,5,-4.5,2
Cc1cc(OC(C)C(=O)N[C@H](C(=O)O)c2ccccc2)c2c3c(c(=O)oc2c1)CCC3 (some centres undefined),-31,-0.3,0.2,3,-8,108*,5,-7,-4.3,33
CCOC(=O)C1CN(C)CCC1=O (centres undefined),1,-1.5,1.0,-8,13,0,-4,-1,-4.9,8
COC(=O)c1ccc(Nc2cc(C)nc3nc(C)nn23)cc1,4,7.4,-2.3,21,0,2,8,4,-0.2,11
O=[N+]([O-])c1ccc(NC2CCCCC2)nc1,2,0.6,·,19,-6,-4,·,2,-1.9,·
Cc1ccc(NC(=O)CCC(=O)N/N=C/c2cccs2)cc1,5,·,-0.4,10,-8,3,6,9,0.3,8
Cc1cccc(N=Nc2cnc(N)s2)c1,11,-0.3,0.9,4,-16,-13,8,12,-2.3,24
CC(=O)c1cc(-c2ccccc2)n(CC(=O)N2CCC(N3CCCCC3)CC2)c1C,9,·,·,10,2,3,·,-6,-0.7,6
O=C(Cn1cnc2sc3c(c2c1=O)CCCC3)NCCCC(=O)N1CCC2(CC1)OCCO2,-5,-1.2,1.3,15,-4,-4,-1,-2,-1.6,-17
CCN(CC)CCCNC(=O)c1ccccc1NC(=O)C1=CSCCO1,5,-0.4,0.8,7,-14,-1,-4,1,-0.3,18
C=CCOc1cccc(C2C(C(=O)c3ccc(C)o3)=C(O)C(=O)N2CCN2CCOCC2)c1 (centres undefined),8,-2.6,·,17,2,2,·,-7,-1.1,·

# An excerpt from above, reduced to BoNT F protease and FadD28 binding.
compound,BoNT F protease,FadD28 binding
CC(C)N(C(=O)CSc1nnc(-c2cc3ccccc3cc2O)n1Cc1ccco1)C(C)C,-1,-1.1
O=C(/C=C\c1cn(-c2ccccc2)nc1-c1ccc2c(c1)OCCO2)N1CCOCC1,2,-4.5
Cc1cc(OC(C)C(=O)N[C@H](C(=O)O)c2ccccc2)c2c3c(c(=O)oc2c1)CCC3 (some centres undefined),-8,-4.3

# Carrying on:
SMILES,CCHF vOTU inh,BioA inh,UGM FP inh,GDH-TPI counter,BoNT F protease,FBA Mtb inh,Rv3671c inh,MazEF act,FadD28 binding,DUSP3 inh
O=C(NCCN1CCOCC1)c1ccccc1N1C(=O)[C@@H]2Cc3c([nH]c4ccccc34)C(c3cccc(Cl)c3)N2C1=O (some centres undefined),-5,0.4,·,3,-6,0,·,·,-2.0,·
COc1ccccc1NC(=S)N(CCCN1CCOCC1)Cc1cccs1,0,·,3.9,1,4,-2,7,-2,-1.0,8
Cc1cccc(-n2c(N)cc(=O)[nH]c2=S)c1C,5,-2.0,0.9,6,?,6,0,4,0.8,18
O=C(c1cc(C2CC2)on1)N1CCN(C(c2ccccc2)c2ccccc2)CC1,6,-1.3,-3.9,2,-8,2,1,4,-1.3,7
Cc1ccccc1CCNC(=O)CCn1nc(C)c2c(C)n(-c3ccccc3)nc2c1=O,10,9.2,-4.0,-11,-5,-1,18,8,-3.6,-2
COc1ccc(OC)c2sc(NC(=O)c3ccc(Cl)s3)nc12,2,-2.6,-4.2,7,-15,1,0,-19,0.1,6
N#Cc1ccsc1NC(=O)CN1CCN(c2ccccc2)CC1,-1,·,1.0,0,1,3,2,5,-2.7,18
COc1ccc(C(=O)Nc2ccc3nc(N4CCCCC4)cc(C)c3c2)cc1OC,-7,-0.3,3.1,7,-4,-2,-2,-7,-0.5,21
O=C(CSc1nc(-c2ccccc2)cc(=O)[nH]1)N1CCOCC1,14,-3.1,0.3,0,1,1,-2,1,0.3,-3
Cc1cc(-c2ccccc2)nc(N(C)NC(=O)c2cccc(C(F)(F)F)c2)c1S(C)(=O)=O,3,1.2,1.8,0,-1,-1,0,9,-3.1,0
Cn1c(SCC(=O)N2CCCCC2)nnc1-c1ccc(S(=O)(=O)N2CCOCC2)cc1,-6,-1.1,-0.7,2,-5,11,-1,7,0.2,-10
O=C(CS(=O)(=O)c1ccc(C(F)(F)F)cn1)NNC(=O)c1ccccc1,4,0.5,1.5,-7,0,0,-6,7,-1.1,-3
Nc1nc2c(ncn2[C@@H]2O[C@H](CNS(=O)(=O)c3cccnc3)[C@@H](O)[C@H]2O)c(=O)[nH]1,-12,-1.6,·,·,1,0,·,·,-0.5,·
CNc1nc(OC)nc(N2CCOCC2)n1,1,-0.3,1.4,6,1,4,5,4,-1.1,32
CC(=O)c1ccc(NC(=O)c2ccc(NC(=O)CCS(=O)(=O)c3cccs3)cc2)cc1,-3,-3.3,-0.5,12,3,-1,-18,-1,-1.3,21
O=C(Nc1nc(-c2ccccc2)cs1)c1ccc(S(=O)(=O)N2CCc3ccccc32)cc1,-1,-0.9,-0.5,5,6,1,-119,-18,1.1,8
CCn1nccc1C(=O)Nc1cc(Cl)ccc1Cl,-8,0.5,1.2,-7,-4,-1,0,1,-5.8,5
Cc1[nH]c2ccccc2c1N=Nc1ccc(F)cc1,10,·,-2.8,10,-5,3,-7,-11,-1.0,19
Cc1ccccc1C(=O)N1CCC(C(=O)NN2C(=O)NC3(CCC(C)CC3)C2=O)CC1 (centres undefined),-10,-0.7,0.1,-3,-1,-3,3,2,·,·
Cc1ccc(S(=O)(=O)CCC(=O)OCC(=O)Nc2cc(C)on2)cc1,-3,3.8,0.0,4,-2,0,6,2,-1.3,-17
CC(NC(=O)c1cc2c(=O)n3ccccc3nc2n(CC2CCCO2)c1=N)c1ccccc1 (centres undefined),-207,0.4,1.8,18,-1,+,-12,23,0.4,-4
CCCCn1c(N)c(N(CCC(C)C)C(=O)c2cc(CC)c(C)s2)c(=O)[nH]c1=O,-1,·,-0.7,2,-2,-1,11,1,-0.8,·
O=C(NNS(=O)(=O)c1ccc(F)cc1)c1cnccn1,8,-0.2,-0.8,-2,3,0,6,2,-1.2,15
COCCN1C(=O)N[C@@H](c2ccccc2)C(C(=O)OC)=C1C,-5,-1.0,0.4,7,6,1,-10,-3,0.0,5
C/C(N)=C(/C#N)C(=O)CSc1cc(Cl)ccc1Cl,0,-1.7,0.6,4,-3,-4,1,-1,-4.6,2
CCNc1c(C(=O)O)ccc2c1C(=O)c1ccccc1C2=O,4,-0.9,0.7,11,-4,-3,2,-1,-1.1,5
COCCNC(=O)CSCc1nc(-c2ccc(SC)cc2)oc1C,4,0.9,1.6,-5,2,11,2,-3,-4.7,37
CCOC(=O)N1CCC(Nc2c(-c3ccccc3)c(=O)c2=O)CC1,4,13,0.3,11,5,-3,0,4,-4.7,-10
O=C(NCCc1ccccc1)C(=O)Nc1ccc([N+](=O)[O-])cc1,-10,0.2,-0.9,-1,-3,-3,-5,-7,-3.2,44
Cc1cccc(N2C(=O)CC(Sc3nc(C)cc(C)n3)C2=O)c1 (centres undefined),-2,-1.3,-0.8,5,12,22,6,3,-0.6,12
COc1ccc(C(=O)O/N=C(\N)Cc2ccc(Cl)cc2)cc1OC,-1,·,0.2,-4,-4,0,2,1,-2.1,10
O=C(COc1ccccc1)Nc1nnc(-c2ccc3c(c2)CCCC3)o1,20,0.9,0.0,1,-12,2,4,-8,-0.4,24
Cc1ccccc1NC(=O)C1CCCN(S(=O)(=O)c2cnc[nH]2)C1 (centres undefined),8,0.1,0.2,8,-9,0,-6,7,-0.8,2
C/C(=N\Nc1ccccn1)c1ccc(OC(F)F)cc1,3,·,0.7,1,-1,-6,5,6,-3.3,21
COc1ccc2c(c1)C(=O)C(=O)N2CC1COc2ccccc2O1 (centres undefined),-12,-0.3,-2.2,5,4,1,5,6,-1.6,-10
Cc1cc(NC(=O)c2ccc3c(c2)C(=O)N(C2CCCCC2)C3=O)no1,-2,0.3,0.8,0,-8,-1,-4,-2,-0.1,-14

# Single records (already shown). Screens in order: CCHF vOTU inh	BioA inh	UGM FP inh	GDH-TPI counter	BoNT F protease	FBA Mtb inh	Rv3671c inh	MazEF act	FadD28 binding	DUSP3 inh
# Entry for CC(NC(=O)c1cc2c(=O)n3ccccc3nc2n(CC2CCCO2)c1=N)c1ccccc1 (centres undefined) : -207	0.4	1.8	18	-1	+	-12	23	0.4	-4
# Entry for Cc1cccc(-n2c(N)cc(=O)[nH]c2=S)c1C : 5	-2.0	0.9	6	?	6	0	4	0.8	18
# Entry for C=CCOc1cccc(C2C(C(=O)c3ccc(C)o3)=C(O)C(=O)N2CCN2CCOCC2)c1 (centres undefined) : 8	-2.6	·	17	2	2	·	-7	-1.1	·
# Entry for Cc1cc(NC(=O)c2ccc3c(c2)C(=O)N(C2CCCCC2)C3=O)no1 : -2	0.3	0.8	0	-8	-1	-4	-2	-0.1	-14
# Entry for O=C(/C=C\c1cn(-c2ccccc2)nc1-c1ccc2c(c1)OCCO2)N1CCOCC1 : 10	1.6	2.7	16	2	3	-11	5	-4.5	2

# Next section
SMILES,CCHF vOTU inh,BioA inh,UGM FP inh,GDH-TPI counter,BoNT F protease,FBA Mtb inh,Rv3671c inh,MazEF act,FadD28 binding,DUSP3 inh
COc1ccc(NC(=O)CO/N=C/C(=O)Nc2ccccc2C)c([N+](=O)[O-])c1,0,-0.6,0.5,3,-4,1,-5,6,-0.3,·
C/C(CC(=O)NCc1ccco1)=N\NC(=O)c1ccc(Cl)cc1Cl,11,·,0.7,8,-18,0,-2,-1,-1.5,52*
COCCCNCCCCOc1cccc(Br)c1,2,-1.1,-1.2,2,-6,-2,4,7,-0.5,-5
CCC(C)NC(=O)c1cc2c(=O)n3ccccc3nc2s1 (centres undefined),-266,2.5,1.7,17,-9,+,1,4,·,38
COc1ccc(CNC(=O)c2c(C)oc3c2C(=O)c2ccccc2C3=O)cc1,54*,-1.1,-0.7,5,-6,3,-32,4,2.8,-4
COc1cccc(CNC(=O)c2cccnc2Sc2ccc(Cl)cc2)c1,12,0.0,-3.5,-5,0,0,-3,5,-1.0,18
COc1ccc(CCC(=O)N/N=C/c2ccc3c(c2)OCO3)cc1,1,·,-1.4,4,?,-2,2,6,-4.7,·
O=C1CC(c2ccc(Cl)cc2)CC(O)=C1C=NCCO (centres undefined),4,-0.5,-0.9,2,-7,-1,7,-1,-2.7,-1
COc1ccc(NC(=O)/C=C/c2c(Cl)nc3ccccn23)cc1,20,·,-1.7,23,-42,-4,-21,-1,-3.8,15
CCOC(=O)c1c(CN2CCN(CCO)CC2)n(-c2ccccc2)c2cc(Br)c(O)cc12,-7,·,-0.8,9,0,-1,-3,15,-1.8,32
Cc1ccc(NC(=O)CN(C)C(=O)c2ccc(Cl)c(S(=O)(=O)NCc3ccco3)c2)cc1,-6,-0.8,1.8,11,3,-2,0,8,-3.6,·
N[C@@H]1C[C@H]1c1ccccc1,1,1.2,-4.7,0,-2,1,-4,2,-0.9,·
CC(C)(C)[C@H]1C=C(C(N)=O)O[C@@H](OCCCCO)C1,0,-0.5,0.8,0,-5,6,-2,-3,0.0,34
CC(=O)c1nn(-c2ccc(Cl)cc2)cc1C(=O)c1ccc(C)cc1,4,-0.8,-3.5,-3,-7,4,0,-8,-2.6,·
COc1ccc(NS(=O)(=O)c2cc(NC(=O)COc3ccc(OC)cc3)ccc2N2CCOCC2)cc1,9,-1.4,0.7,7,-6,-1,-46,-6,·,·
CCC1CCCCN1CCCNC(=O)C1CC(=O)N(CCc2ccccc2)C1 (centres undefined),-2,-1.0,-1.2,4,-9,1,-13,3,-0.4,103
CN(C(=O)CN(c1ccccc1)S(=O)(=O)c1ccc(F)cc1)C1CCS(=O)(=O)C1 (centres undefined),0,1.7,3.3,-1,0,3,0,5,-1.7,13
CN1C(=O)/C(=C/c2cccc(Cl)c2)Sc2ccc(C(=O)N3CCOCC3)cc21,4,-1.7,0.9,17,-5,0,1,2,-5.5,-9
CCCCn1c(N)c(N(CC)C(=O)c2ccccc2C(F)(F)F)c(=O)[nH]c1=O,-2,0.4,-1.2,-4,9,-1,4,10,0.4,-5
CCOC(=O)c1ccc2c(c1)nc(SCc1cn3ccsc3n1)n2CC,-11,53*,0.8,-3,1,-2,-9,0,-2.0,5
